Assay outcomes from PubChem.
RAM network inh: inhibitors of the yeast RAM network; S. cerevisiae dse1pr::URA3 reporter, 5-FOA growth OD615, 2 d; analog-sensitive cbk1-as2 kinase mutant strain; inhibition, % at 50 µM; 190,000 tested, 1.8% active;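 active means inhibition above a set limit, 3 SD over mean compound inhibition, cut at about 8.4% in these data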;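 further: 0% = DMSO-only wells with no growth and 100% = 10 µM 1-NA-PP1 full growth; inhibition rescues growth on 5-FOA so higher OD means more RAM inhibition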
PMI act satM6P: activators of human phosphomannose isomerase at near-saturating mannose 6-phosphate; coupled PMI enzyme assay, resazurin fluorescence, 20 min; active compounds read high; 1 = untreated enzyme, 0 = substrate-free blank; activation factor at 20 µM; 190,000 tested, 0.34% active;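 active means activation factor of 2 or more at 20 µM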
Target sequence (P34949 whole entry, looked up): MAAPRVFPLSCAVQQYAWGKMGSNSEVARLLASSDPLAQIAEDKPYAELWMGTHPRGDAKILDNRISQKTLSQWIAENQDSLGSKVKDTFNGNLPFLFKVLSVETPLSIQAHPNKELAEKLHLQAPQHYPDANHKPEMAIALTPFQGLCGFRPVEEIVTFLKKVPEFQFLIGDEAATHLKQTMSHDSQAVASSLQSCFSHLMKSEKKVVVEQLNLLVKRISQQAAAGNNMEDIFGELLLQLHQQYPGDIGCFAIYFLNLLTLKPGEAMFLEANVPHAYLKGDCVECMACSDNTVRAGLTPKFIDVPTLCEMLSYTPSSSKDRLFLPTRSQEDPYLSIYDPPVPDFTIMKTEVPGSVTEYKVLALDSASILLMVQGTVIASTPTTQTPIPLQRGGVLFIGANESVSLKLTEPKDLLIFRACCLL
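Material: human phosphomannose isomerase with PGI, G6PDH, diaphorase coupling enzymes; amount: PMI at 15 ng/mL final; also added: Mannose-6-phosphate 1.0 mM (near-saturating) plus 0.22 mM NADP+; incubation: enzyme reaction with compound 20 min at room temperature; signal: resorufin fluorescence (Ex 544/Em 590 nm) from resazurin via diaphorase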
Redox H2O2 prof: compounds producing H2O2 with reducing agent – biochemical, NIH compound library profiling, artefact control for MLSCN library redox annotation, primary screen; activation, % at 10 µM; DTT-dependent redox cycling H2O2, phenol red/HRP absorbance; 100% = 100 µM peroxide control, 0% = buffer; 200,000 tested, 0.03% active;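 active means activation of at least 50% relative to the plate's high and low controls in the primary single-dose screen; inactive means activation below 50%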;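 further: compound incubated with DTT at 0.8 mM final as the reducing agent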
PMI act: phosphomannose isomerase (human) activation | purified human PMI, coupled resazurin fluorescence, 20 min; active compounds read high; 1 = vehicle control, 0 substrate-free wells | activation factor at 20 µM | 190,000 tested, 0.005% active;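 active means activation factor of 2 or more at 20 µM, relative to plate controls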
TNAP inh hi DEA: inhibitors of human TNAP at high phosphate acceptor concentration; purified TNAP, CDP-star luminescence, 1 M DEA; AID 1135; P05186; inhibition, % at 20 µM; 200,000 tested, 0.03% active;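 active means over 50% inhibition of tissue-nonspecific alkaline phosphatase at 20 µM in the single-dose screen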;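 further: plate controls were DMSO wells for no effect and EDTA-quenched wells as full inhibition for full effect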
TNAP inh no acc: inhibitors of human TNAP without phosphate acceptor. P05186. purified TNAP, CDP-star luminescence, 30 min. inhibition, % at 20 µM. 200,000 tested, 0.26% active. AID 1012;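 active means tissue-nonspecific alkaline phosphatase inhibition above about 50% at 20 µM in the single-dose screen, limit read from the data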;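 further: 0% = DMSO negative control and 100% = EDTA positive control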
Hsp70 activator: transcriptional activators of Hsp70. 200,000 tested, 0.04% active. HeLa Hsp70 promoter luciferase reporter, luminescence; scaled: vehicle 0, proteasome-inhibitor control 100%. activation, % at 10 µM;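 active means activation above the mean across all tested compounds plus 3 SD, cutoff set per campaign, cut at about 5.5% in these data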;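 further: 100% = MG132 at 30 µM as the positive control and 0% = DMSO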
S1P3 antag: blocks the human S1P3 receptor | CHO S1P3 NFAT-BLA reporter, FRET fluorescence, antagonist mode | 170,000 tested, 0.27% active | inhibition, % at 4.98 µM;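 active means inhibition above the plate cutoff, the mean inhibition of test wells on that plate plus 3 SD, cut at about 28% in these data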;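 further: cells challenged with S1P at its EC80 of 0.8 µM; blue over green emission ratio from cleaved BLA substrate after 4 h stimulation; 0% = S1P-stimulated wells and 100% = unstimulated DMSO-only wells; some compounds past the cut are filed as inactive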
Target sequence (Q99500 whole entry, looked up): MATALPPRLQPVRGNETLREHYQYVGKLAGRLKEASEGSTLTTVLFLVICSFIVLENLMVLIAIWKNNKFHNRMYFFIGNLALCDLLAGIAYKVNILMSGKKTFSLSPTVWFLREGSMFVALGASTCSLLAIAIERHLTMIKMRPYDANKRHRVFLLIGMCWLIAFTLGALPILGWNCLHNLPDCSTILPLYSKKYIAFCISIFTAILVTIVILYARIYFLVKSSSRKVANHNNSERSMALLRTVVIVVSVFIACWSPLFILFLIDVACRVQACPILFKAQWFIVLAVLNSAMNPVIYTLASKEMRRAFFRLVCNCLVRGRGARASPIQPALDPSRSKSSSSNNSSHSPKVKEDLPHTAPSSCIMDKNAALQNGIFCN
Efa HMGR inh: E. faecalis class II HMG-CoA reductase inhibition; purified E. faecalis HMGR, NADPH absorbance 340 nm kinetic; inhibition, % at 10 µM; 190,000 tested, 0.41% active; AID 1066;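 active means inhibition above a set limit, the median over all tested compounds plus 3 SD, cut at about 9.5% in these data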;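 further: enzyme runs in reverse so mevalonate oxidation gives rising NADPH absorbance; 0% = complete reaction with DMSO and 100% = background rate lacking mevalonate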
Lmaj promast: reduces viability of Leishmania major promastigotes; resazurin fluorescence viability; inhibition, % at 10 µM; 200,000 tested, 9% active; AID 1063; in the data active means inhibition above about 50%;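 further: promastigotes grown with compound for 44 hours at 28 °C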
The depositor's hits bear a star; / = no result given.

Each structure is followed by: Lmaj promast	TNAP inh no acc	Redox H2O2 prof	RAM network inh	Hsp70 activator	S1P3 antag	Efa HMGR inh	TNAP inh hi DEA	PMI act satM6P	PMI act
#1 CCC(C)N(NC(C)=O)c1nc(Cl)nc(NC(C)C)n1 (centres undefined)
→ -1	-4	-3.3	-0.1	-0.4	/	-2	2	1	1
#2 Cc1cccc(NC(=O)C2(C)CC3c4ccccc4C2c2ccccc23)c1 (centres undefined)
→ 0	-12	4.2	7.4	-0.4	/	2	-10	1	1
#3 Cc1cc(NC(=O)C2CCCO2)ccc1Br (centres undefined)
→ -1	-21	-0.6	2.5	-0.5	-18	-3	-4	1.1	1.1
#4 CCn1c(Cc2ccccc2)nnc1SCC(=O)NC(C)(C)C
→ -9	1	0.2	0.1	-0.1	1	-3	-4	0.5	1.1
#5 CC1=CC=CC2=N/C(=N\S(=O)(=O)c3ccc(F)cc3F)c3ccccc3CN12
→ 2	-7	-0.5	6.0	-0.3	2	5	-9	0.9	0.9
#6 Cc1cc2ccccn2c1C(=O)c1nc(NCc2ccccc2)ncc1Cl
→ -3	0	-0.1	5.3	-0.3	-18	-2	-6	1	1.1
#7 Cc1cccc(Nc2nc(-c3c(C)nc4ccccn34)cs2)c1
→ 48	-4	-2.6	-0.3	0.3	/	-2	-8	0.5	0.8
#8 CN1C(=O)/C(=C/c2ccc3c(c2)OCO3)N=C1c1ccccc1
→ -3	14	-0.1	5.9	-0.1	0	-3	4	0.9	1
#9 O=C(NCCCCCCNC(=O)NCc1ccco1)NCc1ccco1
→ -4	-4	0.1	0.7	0.0	/	1	4	1.1	1
#10 O=c1[nH]c(SCCOc2ccccc2)nc2ccccc12
→ -4	-9	0.1	3.7	-0.4	12	-1	-6	1	0.9
#11 CC(NC(=O)C1CCC(CNS(=O)(=O)c2ccccc2)CC1)c1ccc2c(c1)OCCO2 (centres undefined)
→ -4	-19	-0.7	5.3	-0.3	-6	0	-7	1	1
#12 Cc1ccccc1NC(=S)N1CCN(C(=O)c2ccco2)CC1
→ -3	-8	-0.7	-0.7	-0.3	-16	5	-1	0.9	0.9
#13 CCc1cc(C(=O)NNC(=S)Nc2cccc(C)c2)cs1
→ -1	-153	-0.3	2.9	0.9	/	-8	0	1.1	1.1
#14 CCS(=O)(=O)N1CCCC(C(=O)NCCCOC)C1 (centres undefined)
→ 1	-9	-0.1	1.0	-0.4	-5	-2	-3	1.1	1
#15 CCN(C(=O)CSc1cc(-c2ccccc2)c2ccc(OC)cc2n1)C1CCS(=O)(=O)C1 (centres undefined)
→ 1	-2	2.1	3.9	0.0	-4	-1	-1	0.8	0.8
#16 Cc1cc(C)nc(-n2nc(C)c3c(C)c(C)c(C)nc32)n1
→ -16	25	1.3	1.3	-0.6	/	-4	-4	1.2	1.2
#17 Cc1ccc(OCC(=O)NC(=S)Nc2cccc(C)n2)cc1
→ -6	-5	-0.8	0.3	-0.3	-14	-4	-2	1.1	1
#18 Nc1c(C(=O)NC2CC2)sc2nc3c(c(-c4ccco4)c12)CC/C3=C/c1ccco1
→ -2	22	4.2	5.1	-0.3	-6	-2	20	1	1.3
#19 COC(=O)c1cccc(Cn2nnc3ccccc3c2=O)c1
→ 5	-17	2.0	0.5	-0.2	0	-1	-8	0.9	0.9
#20 OCCNc1nc(SCc2ccccc2)nc2sc3c(c12)CCC3
→ 6	-2	0.6	11*	-0.1	/	0	1	0.9	0.8
#21 CC(=O)Nc1cc(C(=O)O)ccc1S(=O)(=O)c1ccc(Cl)cc1
→ -6	-6	-0.7	1.2	-0.3	-8	-3	-2	1.1	1.2
#22 CC(C)OC(=O)CSc1nc2c(cc1C#N)CCCCC2
→ -10	-3	0.5	4.6	-0.1	10	-5	-1	1	1
#23 CCOc1ccc(N(CC(=O)NC(C)CC)S(=O)(=O)c2c(C)noc2C)cc1 (centres undefined)
→ 1	-6	-1.0	2.1	0.0	12	3	-8	1.1	1.1
#24 Cc1cc(OCC(=O)OCC(=O)Nc2cc(C(F)(F)F)ccc2N2CCOCC2)ccc1Cl
→ -1	1	-0.7	9.1*	-0.3	-4	0	2	0.8	0.7
#25 O=C(N/N=C1\CCCc2ccccc21)C(O)c1ccccc1 (centres undefined)
→ -4	-5	-3.3	-0.5	-0.2	/	-2	-5	0.9	0.9
#26 CC(C)c1ccc(NC(=O)COC(=O)COc2ccccc2)cc1
→ -5	-4	0.2	1.5	-0.4	-11	-1	2	0.9	0.8
#27 Cc1occc1C(=O)N/N=C/C=C/c1ccccc1
→ 2	-28	-0.3	1.8	0.1	-12	-3	0	1.1	1
#28 COc1ccc(CNc2ccc(-c3ccc(OC)cc3)nn2)cc1
→ 6	-13	-0.8	3.4	-0.2	6	-3	-8	1	1.1
#29 COCc1c(N)c(C)nc(Cl)c1C#N
→ 4	-67	0.4	0.6	-0.2	-15	-1	2	/	/
#30 CCCn1c(=O)c(C(=O)NCc2ccccn2)c(O)c2ccccc21
→ -4	-3	1.6	-1.0	-0.5	-5	1	3	1	1
#31 CC(C)=CCN1CCN(Cc2ccc(C#CC(C)(C)O)cc2)CC1CCO (centres undefined)
→ -4	-3	-0.4	1.0	-0.3	-6	-2	-5	1	1
#32 CCCC(=O)Nc1ccc(C(=O)Nc2ccc([N+](=O)[O-])cc2OC)cc1
→ 4	-4	-0.5	4.1	-0.3	-11	-2	-6	0.8	1.2
#33 C=Cn1ccnc1P(=S)(c1ccc2c(c1)c1ccccc1n2CC)c1nccn1C=C
→ 49	-6	-0.6	4.2	-0.3	/	0	-4	0.8	0.8
#34 CCCCCN(C(=O)NC(=O)Nc1ccc(C)cc1)S(=O)(=O)c1ccccc1
→ 2	-16	0.3	0.9	-0.1	7	-4	2	1	0.9
#35 CN1CCCCc2c1[nH]c1ccccc1c2=O
→ 98*	-13	0.2	0.6	2.4	/	-3	-2	1	1
#36 CC(C)(C)c1ccc(-c2c(C#N)c(N)nc3c2CCCC3)s1
→ 9	-10	1.3	1.0	-0.2	/	-7	1	1	1
#37 COc1cccc(N2CCN(Cc3nc(N)nc(Nc4ccccc4OC)n3)CC2)c1
→ 0	1	0.7	-1.0	-0.1	-20	-2	2	0.9	0.8
#38 COc1cccc(C(=O)/C=C/Nc2ccc(S(=O)(=O)Nc3ncccn3)cc2)c1
→ -7	-9	-0.7	4.5	-0.4	-5	-3	3	1.1	1.2
#39 COc1cc(CC(NC(C)=O)C(=O)NC2CCN(c3nc(C)cc(C)c3C#N)CC2)cc(OC)c1 (centres undefined)
→ -4	-5	-2.6	-0.9	-0.4	-8	-3	-4	1	1
#40 S=C(NCCCN1CCOCC1)Nc1ccc(-c2nc3ccccc3[nH]2)cc1
→ 5	-2	0.3	3.2	0.2	-10	-6	2	1	1
#41 Cc1ccc2nc(C(O)C(O)c3nc4ccc(C)cc4[nH]3)[nH]c2c1 (centres undefined)
→ 7	-182	0.0	3.0	0.9	/	-2	-4	1.4	0.9
#42 COc1cccc(N=c2oc3ccccc3cc2-c2nc3ccccc3[nH]2)c1
→ 28	-3	0.6	-0.9	0.2	/	-2	2	1	0.9
#43 COc1ccc(-c2cc(-n3c(C(F)(F)F)nc4ccccc43)n(CCC#N)n2)cc1
→ 24	-10	-1.6	3.9	-0.1	27	13*	-6	1	0.9
#44 CC(C)Oc1ccccc1C(=O)NC(CO)C(=O)O (centres undefined)
→ -3	-2	-0.2	1.4	0.1	29*	-4	1	0.9	0.9
#45 COc1ccc(-c2n[nH]c(C)c2-c2ccc(OC)c(OC)c2)c(O)c1
→ 5	-68	0.0	3.0	0.2	17	0	-11	0.9	0.9
#46 CCc1ccc(NC(=O)C2(C)Cc3ccccc3C(=O)O2)cc1 (centres undefined)
→ -3	-8	0.8	0.2	0.1	-13	1	-7	1	1
#47 Cc1cnc(NC(=O)c2cncc(Br)c2)s1
→ 2	-11	-2.1	0.2	0.0	-2	-7	-6	1	1
#48 Cc1ccc(S(=O)(=O)c2nnn3c2nc(Nc2cccc(C)c2)c2ccccc23)cc1
→ 4	-5	0.2	5.1	-0.2	7	-2	-1	1.1	0.9
#49 CCOC(=O)c1cnn(-c2cc(Oc3ccccc3C)ncn2)c1N
→ -1	-2	0.1	2.9	0.1	/	1	-1	0.9	0.9
#50 O=C(NN1C(=O)C2C3C=CC(C4CC34)C2C1=O)c1ccc(Cl)cc1Cl (centres undefined)
→ -5	-2	2.4	0.1	-0.3	/	/	-2	1	0.9
#51 Cc1nn(CC(=O)Nc2nnc(C(C)C)s2)c(=O)c2ccccc12
→ 19	-11	-1.0	0.5	0.0	-9	-6	-7	1.2	1

Grouped by structure, the compounds so far containing a halogen
Each structure is followed by: Lmaj promast	TNAP inh no acc	Redox H2O2 prof	RAM network inh	Hsp70 activator	S1P3 antag	Efa HMGR inh	TNAP inh hi DEA	PMI act satM6P	PMI act
#1 CCC(C)N(NC(C)=O)c1nc(Cl)nc(NC(C)C)n1 (centres undefined)
→ -1	-4	-3.3	-0.1	-0.4	/	-2	2	1	1
#3 Cc1cc(NC(=O)C2CCCO2)ccc1Br (centres undefined)
→ -1	-21	-0.6	2.5	-0.5	-18	-3	-4	1.1	1.1
#5 CC1=CC=CC2=N/C(=N\S(=O)(=O)c3ccc(F)cc3F)c3ccccc3CN12
→ 2	-7	-0.5	6.0	-0.3	2	5	-9	0.9	0.9
#6 Cc1cc2ccccn2c1C(=O)c1nc(NCc2ccccc2)ncc1Cl
→ -3	0	-0.1	5.3	-0.3	-18	-2	-6	1	1.1
#21 CC(=O)Nc1cc(C(=O)O)ccc1S(=O)(=O)c1ccc(Cl)cc1
→ -6	-6	-0.7	1.2	-0.3	-8	-3	-2	1.1	1.2
#24 Cc1cc(OCC(=O)OCC(=O)Nc2cc(C(F)(F)F)ccc2N2CCOCC2)ccc1Cl
→ -1	1	-0.7	9.1*	-0.3	-4	0	2	0.8	0.7
#29 COCc1c(N)c(C)nc(Cl)c1C#N
→ 4	-67	0.4	0.6	-0.2	-15	-1	2	/	/
#43 COc1ccc(-c2cc(-n3c(C(F)(F)F)nc4ccccc43)n(CCC#N)n2)cc1
→ 24	-10	-1.6	3.9	-0.1	27	13*	-6	1	0.9
#47 Cc1cnc(NC(=O)c2cncc(Br)c2)s1
→ 2	-11	-2.1	0.2	0.0	-2	-7	-6	1	1
#50 O=C(NN1C(=O)C2C3C=CC(C4CC34)C2C1=O)c1ccc(Cl)cc1Cl (centres undefined)
→ -5	-2	2.4	0.1	-0.3	/	/	-2	1	0.9
